High-throughput results deposited in PubChem BioAssay by several laboratories.
OX1R antag-1 – OX1R (HCRTR1) antagonists, primary screen, fluorescence, CHO/OX1R cells, Fluo-8 calcium, orexin A. Orexin/Hypocretin receptor type 1 (Homo sapiens), O43613. Fluo-8 calcium fluorescence. inhibition, % at 5 µM. 330,000 tested, 0.43% active. AID 434989, 2010;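 active = inhibition above its plate's threshold, mean inhibition of all tested compounds on the plate plus 3 SD, cut at about 37% in these data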;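 also: 0% = orexin A challenge wells and 100% = SB-334867-A antagonist wells; not every result past the cut was called active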
Target sequence (O43613 whole entry, looked up): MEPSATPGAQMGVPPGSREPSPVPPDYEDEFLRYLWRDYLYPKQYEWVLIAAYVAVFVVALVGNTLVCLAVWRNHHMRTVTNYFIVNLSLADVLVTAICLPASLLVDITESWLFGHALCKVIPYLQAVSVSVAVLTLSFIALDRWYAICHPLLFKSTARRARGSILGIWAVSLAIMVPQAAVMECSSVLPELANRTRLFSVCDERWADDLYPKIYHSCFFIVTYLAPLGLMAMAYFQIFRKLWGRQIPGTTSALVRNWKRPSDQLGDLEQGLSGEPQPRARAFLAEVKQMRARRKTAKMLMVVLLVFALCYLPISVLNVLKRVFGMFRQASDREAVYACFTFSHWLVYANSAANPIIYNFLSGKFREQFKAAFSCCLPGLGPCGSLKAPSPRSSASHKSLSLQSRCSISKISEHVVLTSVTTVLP
CHT PAM – CHT positive allosteric modulators, primary screen, cell-based, membrane potential dye, choline EC20 | High affinity choline transporter 1 (Homo sapiens), Q9GZV3 | B-score at 10 µM | 310,000 tested, 0.49% active | CHT-expressing cells; hits give high values; LV-AA mutant CHT in HEK293 cells;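 active = initial fluorescence not abnormally high and integrated response B-score, plate-corrected, over 3 SD above library mean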
Target sequence (Q9GZV3 whole entry, looked up): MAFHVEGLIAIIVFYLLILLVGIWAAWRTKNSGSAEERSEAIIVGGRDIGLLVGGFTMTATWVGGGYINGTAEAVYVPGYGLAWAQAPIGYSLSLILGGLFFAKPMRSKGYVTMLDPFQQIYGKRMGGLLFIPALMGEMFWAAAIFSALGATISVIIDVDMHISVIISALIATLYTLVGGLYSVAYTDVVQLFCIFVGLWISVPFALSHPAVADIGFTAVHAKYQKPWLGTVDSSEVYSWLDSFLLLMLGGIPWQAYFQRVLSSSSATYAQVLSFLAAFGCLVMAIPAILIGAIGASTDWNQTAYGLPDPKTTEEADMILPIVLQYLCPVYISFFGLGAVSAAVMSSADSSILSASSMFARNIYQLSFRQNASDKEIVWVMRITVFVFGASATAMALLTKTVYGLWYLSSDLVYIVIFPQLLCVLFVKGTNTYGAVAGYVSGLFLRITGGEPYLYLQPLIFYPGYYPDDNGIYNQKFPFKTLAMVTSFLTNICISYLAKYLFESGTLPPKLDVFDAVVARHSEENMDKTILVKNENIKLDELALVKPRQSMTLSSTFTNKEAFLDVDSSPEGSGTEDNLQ
OX1R antag-2 – antagonists of human orexin 1 receptor (OX1R) | AID 485270, 2010 | OX1R-expressing cells, FRET antagonist read-out | inhibition, % at 6.6 µM | 330,000 tested, 1.8% active; in the data active = inhibition mostly above about 38%, no sharp cut-off; inactive = mostly below about 40%;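 also: 0% = agonist challenge alone and 100% = reference antagonist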
Starred values were filed as active, the others as inactive; i = inactive; . = not tested or not shown. Rows were taken by chance; any-hit rate near 2.5%.

SMILES	OX1R antag-1	CHT PAM	OX1R antag-2
CCCOc1ccc(N2C(=O)CC(N3CCN(c4ccccc4F)CC3)C2=O)cc1 (centres undefined)	-29	i	7
CSc1c(C#N)c(N)nc2sc(C(=O)c3ccccc3)c(N)c12	9	i	23
N#Cc1c(NC(=O)CSc2ccccn2)oc(-c2ccccc2)c1-c1ccccc1	-22	i	43
COc1cccc(-c2cc3c(=O)n(-c4ccccc4)c(=S)[nH]c3s2)c1	-18	i	7
CN(C(=O)/C=C/c1cnc2ccccc2c1)C1CCCCC1	-25	i	17
Cc1ccc(S(=O)(=O)C2(C(=O)Nc3cccnc3)CC2)cc1	-21	i	10
COc1ccc(S(=O)(=O)N2CCC(C(=O)N[C@@H](C)C(=O)NCc3ccc(F)cc3)CC2)cc1	-17	i	7
CCOc1ccccc1CNC(=O)c1ccc(NC(=O)C2=C(C)OCCS2)cc1	-17	i	3
Cc1sc2ncnc(NCCc3ccc(S(N)(=O)=O)cc3)c2c1C	20	i	37
Cc1cc(C(=O)NCCc2ccc(Cl)cc2)c2ccccc2n1	16	i	50*
CC(C)(C)C1=CC=C(C(C)(C)C)C(=O)C1=O	-8	i	16
CN1CCN(NC(=O)c2cc(-c3ccc(Cl)s3)nc3ccccc23)CC1	-16	i	12
Cc1cccc(C(=O)NNC(=O)Nc2ccccc2)c1	-12	i	11
CCc1nnc(NC(=O)CN2CCN(Cc3ccccc3Cl)CC2)s1	-29	i	4
COc1ccc(-c2c(-c3ccc(OCC(=O)NN)cc3O)n[nH]c2C(F)(F)F)cc1	-20	i	0
Cc1cc(=O)n(CC(=O)NCCN2CCOCC2)c2c1c(C)nn2-c1ccccc1	-11	i	14
O=C(NCCS(=O)(=O)NCCCc1ccccc1)c1ccccc1	-4	i	16
COc1cc(CNC2CCCC2)cc(Br)c1OCC(=O)Nc1ccccc1C	-33	i	2
CC(C)(C)CC(C)(C)NC1=CC(=O)OC12CCCCC2	-13	i	4
COc1ccc(OC)c(-n2cnnn2)c1	5	i	-2
COc1ccc(C(=O)O)cc1S(=O)(=O)NC(C)(C)C	-9	i	-4
N#CCC(N)=C(C#N)C#N	7	i	7
COc1ccc(OC(=O)c2cc(S(=O)(=O)N3CCCC3)ccc2Cl)cc1	-34	i	19
CCOCC(=O)Nc1c(C(=O)Nc2ccc3c(c2)OCO3)oc2ccccc12	-39	i	8
Cn1c(=O)c2c(nc(NCC3CCCO3)n2Cc2cccc(Br)c2)n(C)c1=O (centres undefined)	-29	i	26
COc1ccc(N2COC3c4cccc5cccc(c45)C32)cc1 (centres undefined)	-11	i	11
COc1ccc2c(c1)CCc1c(C(=O)N3CCCc4ccccc43)noc1-2	18	i	21
C/C(=N\NC(=S)NCCc1ccccc1)c1ccc(C)cc1	-32	i	5
O=C(COC(=O)c1ccco1)NCc1ccc(Cl)cc1	-1	i	9
Cc1ccc(-c2cc(-c3nnc(SCC(=O)NC(C)C(C)C)n3N)c3ccccc3n2)cc1 (centres undefined)	-42	i	15
CC1(OC(=O)c2ccc(Cl)nc2)C(=O)C=C2C=C3CCCN3C=C2C1=O (centres undefined)	-12	i	54
C/C(=N\n1cnnc1)c1ccc(C#N)cc1	-5	i	22
Cc1ccc(Cc2cnc(NC(=O)CN3CCOCC3)s2)cc1Cl	-10	i	2
Cc1nc(CS(=O)c2ccc(Cl)cc2)cc(NCc2ccc(Cl)cc2Cl)n1 (centres undefined)	-26	i	5
Cc1cc(NC(=O)CSc2nc(C(C)C)nc3sc(C)c(C)c23)no1	-9	i	-2
Cc1cc(C)c(O)c(-c2cc(C(=O)Nc3cccnc3)[nH]n2)c1	26	i	44*
Cc1cccc(OCCSc2nc3ccccc3n2CC(=O)O)c1	7	i	26
Brc1cccc(-c2nnc3sc(CNCc4ccco4)cn23)c1	-14	i	17
Cc1ccc2c(C(=O)CN3CCN(C(=O)c4ccco4)CC3)c(C)[nH]c2c1	-17	i	29
O=C(Nc1cccc(NC(=O)c2ccco2)c1)c1ccccc1	-21	i	16
CCOC(=O)Nc1cccc(OCC(=O)Nc2ccccc2OCC)c1	-30	i	17
CCOc1cc(NC2CS(=O)(=O)CC2O)c(OCC)cc1NC(=O)c1ccccc1 (centres undefined)	-21	i	23
COc1cc(C(=O)N/N=C/c2ccc(OC(=O)N3CCOCC3)cc2)cc(OC)c1OC	-23	i	4
CC(C)(C)C(=O)NNc1nc(-c2ccccc2)c2cc(Br)ccc2n1	-22	i	14
CC(C)COc1cccc(C(=O)N(C)CC(=O)Nc2cccc3ccccc23)c1	-30	.	12
O=S(=O)(NCC(c1ccco1)N1CCc2ccccc21)c1ccccc1 (centres undefined)	-18	i	27
COc1ccccc1CCNC(=O)C(=O)NCC1OCCN1S(=O)(=O)c1ccccc1 (centres undefined)	-12	i	28
CCOC(=O)C1CCCN(S(=O)(=O)c2cc3[nH]c(=O)c(=O)[nH]c3cc2C)C1 (centres undefined)	0	i	8
COc1ccc(CCn2nnnc2CN2CCN(C(=O)c3ccco3)CC2)cc1OC	-14	i	8
Nc1c(C(=O)NC2CCCC2)c2nc3ccccc3nc2n1/N=C/c1ccco1	-13	i	10

(continued)
SMILES	OX1R antag-1	CHT PAM	OX1R antag-2
CC(C)[C@H](NC(=O)c1c(F)cccc1F)C(=O)Nc1cccc(Br)c1	-20	i	5
NNC(=O)C(Cc1c[nH]c2ccccc12)NC(=O)c1ccccc1 (centres undefined)	2	i	22
O=C(C1CCCN(Cc2ccc3c(c2)OCO3)C1)N1CCCC1 (centres undefined)	4	i	14
CCC[C@@H]1CCCO[C@@](C(=O)NCc2ccccn2)(C(F)(F)F)C1	-26	i	16
COc1ccc(C(CC(=O)Nc2nccs2)n2cccc2)cc1 (centres undefined)	-28	i	11
O=C(NC(O)C(=O)c1cccs1)c1cccnc1 (centres undefined)	-11	i	18
Nc1nonc1C(=O)N/N=C/c1cc2c(cc1[N+](=O)[O-])OCO2	0	i	22
CC1CCN(C(=O)COC(=O)c2ccc(N3CCCC3=O)cc2)CC1	-12	.	-6
Cc1c(Cl)cccc1NC(=S)NCCc1ccc(F)cc1	-31	i	7
Cc1n[nH]c(=O)c2c(NC(=O)CSc3nncs3)oc(C)c12	-9	i	48*
O=C(NCC1CCCO1)C(c1ccc(F)cc1)N(Cc1ccc(F)cc1)C(=O)Cn1nnc(-c2cccs2)n1 (centres undefined)	-14	i	12
C[C@@H]1COC(=O)[C@@H](CC(=O)OC(C)(C)C)C/C=C\C[C@H](CC(=O)NCCO)C(=O)N1	6	.	6
CC(=O)Nc1ccc2c(c1)N(C(=O)CN(C)C)c1ccccc1CC2	-8	i	29
CCCc1noc2c1C(c1ccoc1)C(C#N)=C(N)N2 (centres undefined)	-19	i	1
CC(=O)c1cccc(S(=O)(=O)N2CCN(c3nc4cc(C)cc(C)c4cc3C#N)CC2)c1	-32	i	30
COc1ccc(NC(=O)CCOc2ccccc2F)cc1S(=O)(=O)N1CCCCC1	-36	.	9
S=c1[nH]c(-c2cccs2)cn1-c1ccccc1	-22	i	15
CC1(NC(=O)c2cc(Cl)nc3ccccc23)CCS(=O)(=O)C1 (centres undefined)	-26	.	0
CCOC(=O)C1=C(CN2CCN(C(=O)c3ccco3)CC2)NC(=O)NC1c1ccc(C)cc1 (centres undefined)	-13	i	17
O=C(N/N=C/c1c[nH]c2ccc(Br)cc12)c1ccccn1	-11	i	45

3 entries picked at random from those above:
SMILES	OX1R antag-1	CHT PAM	OX1R antag-2
CC(=O)Nc1ccc2c(c1)N(C(=O)CN(C)C)c1ccccc1CC2	-8	i	29
O=C(N/N=C/c1c[nH]c2ccc(Br)cc12)c1ccccn1	-11	i	45
CC1(NC(=O)c2cc(Cl)nc3ccccc23)CCS(=O)(=O)C1 (centres undefined)	-26	.	0

(cont.)
SMILES	OX1R antag-1	CHT PAM	OX1R antag-2
O=C(Cn1cnc2c(cnn2-c2ccccc2)c1=O)c1ccc(Cl)cc1	-24	i	13
Cc1noc(C)c1COc1ccccc1C(=O)N1CCN(S(=O)(=O)c2ccccc2C(F)(F)F)CC1	-35	i	6
CCCCNc1c(-c2cccc(SC3CCCCC3)c2)nc2ccc(Cl)cn12	-36	i	29
O=C(c1ccc(C(=O)N2CCCc3ccccc32)nc1)N1CCCc2ccccc21	-12	i	6
CCN(CC)S(=O)(=O)c1ccc(C(=O)OCC(=O)Nc2ccc(-c3nc4ccc(C)cc4s3)cc2)cc1	-12	i	5
COc1nc(NC2CCCCC2)nc(N2CCCCCC2)n1	-33	i	26
C#CCOCCOCCOCCNc1nc(N2CCN(C(=O)C([C@@H](C)CC)n3cc(C(N)CO)nn3)CC2)nc(N2CCN(C(=O)C([C@@H](C)CC)n3cc(C(N)COC(=O)C(F)(F)F)nn3)CC2)n1 (some centres undefined)	-8	i	12
COC(=O)C[C@H]1c2cc(C(F)(F)F)ccc2S(=O)(=O)N1C1CCCCC1	-25	i	7
O=C(Nc1nc(-c2ccc(F)cc2)cs1)c1ccc(N2C(=O)CCC2=O)cc1	-4	i	10
Nc1c(C(=O)Nc2cccc(Cl)c2Cl)sc2nc(-c3cccnc3)ccc12	-10	i	5

By substructure: the entries above containing a COOH group
SMILES	OX1R antag-1	CHT PAM	OX1R antag-2
COc1ccc(C(=O)O)cc1S(=O)(=O)NC(C)(C)C	-9	i	-4
Cc1cccc(OCCSc2nc3ccccc3n2CC(=O)O)c1	7	i	26

6 successive records out of the list so far:
SMILES	OX1R antag-1	CHT PAM	OX1R antag-2
CCN(CC)S(=O)(=O)c1ccc(C(=O)OCC(=O)Nc2ccc(-c3nc4ccc(C)cc4s3)cc2)cc1	-12	i	5
COc1nc(NC2CCCCC2)nc(N2CCCCCC2)n1	-33	i	26
C#CCOCCOCCOCCNc1nc(N2CCN(C(=O)C([C@@H](C)CC)n3cc(C(N)CO)nn3)CC2)nc(N2CCN(C(=O)C([C@@H](C)CC)n3cc(C(N)COC(=O)C(F)(F)F)nn3)CC2)n1 (some centres undefined)	-8	i	12
COC(=O)C[C@H]1c2cc(C(F)(F)F)ccc2S(=O)(=O)N1C1CCCCC1	-25	i	7
O=C(Nc1nc(-c2ccc(F)cc2)cs1)c1ccc(N2C(=O)CCC2=O)cc1	-4	i	10
Nc1c(C(=O)Nc2cccc(Cl)c2Cl)sc2nc(-c3cccnc3)ccc12	-10	i	5

New compounds follow.
SMILES	OX1R antag-1	CHT PAM	OX1R antag-2
COC(=O)c1sc(NC(=O)CSc2nnnn2C)nc1C	-16	i	6
COCCCN1CN(S(=O)(=O)c2cccs2)c2nc3ccccc3nc21	-16	i	2
COC(=O)C1C(=O)C=C(N2CCOCC2)CC1(C)C (centres undefined)	7	i	-1
COc1ccc(NC(=S)NCCCCCC(=O)C[N+](=O)[O-])cc1	-8	i	22
Cc1ccc2c(CSc3nncs3)cc(=O)oc2c1	-10	i	14
COc1ccc(CN2CCNC(=O)C2CC(=O)N2CCc3ccccc3C2)c(OC)c1 (centres undefined)	-37	i	11
CCc1ccc(NC(=O)C(C)OC(=O)/C=C/c2cccc([N+](=O)[O-])c2)cc1 (centres undefined)	-34	i	9
Fc1cccc(Nc2nc3ccccc3n3cnnc23)c1	36	i	53*
CC(O/N=C\c1ccccc1O)C(=O)Nc1ccccc1C(=O)N1CCOCC1 (centres undefined)	-29	i	10
CC1CN(C(=O)c2ccc(COc3ccccc3Br)o2)CC(C)O1 (centres undefined)	-17	i	17
COc1ccc(NC(=O)C2CCCN2S(=O)(=O)c2ccc(F)cc2)cc1 (centres undefined)	-4	i	27
c1cc2c3c(cccc3c1)C(N1CCOCC1)=N2	-11	8.5*	7
O=C(CSc1nnc(Nc2ccccc2)s1)NC1CCS(=O)(=O)C1 (centres undefined)	-13	.	7
O=C(CSc1ccsc1[N+](=O)[O-])NCc1ccco1	1	i	44
Cc1sc(NC(=O)COc2ccccc2)c(C#N)c1-c1ccccc1	-12	i	29
O=C(CN(Cc1ccccc1)S(=O)(=O)c1ccccc1)N/N=C/c1ccccc1C(=O)O	-21	i	17
COc1ccc(CC(=O)NC(=S)NNC(=O)COc2c(C)cccc2C)cc1	-13	i	13
O=C1NN=C(c2ccc(Cl)cc2)CC1c1cccc(Cl)c1 (centres undefined)	0	i	12
CCOC(=O)N1CCC(NC(=O)Cn2cc3c(n2)CCC(C)C3)CC1 (centres undefined)	-11	i	6
O=c1cc(/C=C/c2c(F)cccc2Cl)[nH]c2ccccc12	23	i	90*
Nc1nonc1C(=O)NCCNc1ccc([N+](=O)[O-])cn1	-17	i	44
COc1ccc(N(CC(=O)Nc2ccccc2SC)S(C)(=O)=O)cc1OC	-4	i	26
Cc1cc(C)cc(NC(=O)CSc2nnc(CNC(=O)c3ccco3)n2C)c1	-9	.	6
CC(C)N(Cc1ccc(F)cc1)C(=O)c1cc2ccccc2oc1=O	-4	i	27

OX1R antag-2, hit marks shown above
structure	OX1R antag-1	OX1R antag-2
Cc1cc(C(=O)NCCc2ccc(Cl)cc2)c2ccccc2n1	16	50*
Cc1cc(C)c(O)c(-c2cc(C(=O)Nc3cccnc3)[nH]n2)c1	26	44*
Cc1n[nH]c(=O)c2c(NC(=O)CSc3nncs3)oc(C)c12	-9	48*
Fc1cccc(Nc2nc3ccccc3n3cnnc23)c1	36	53*
O=c1cc(/C=C/c2c(F)cccc2Cl)[nH]c2ccccc12	23	90*
